EPAC1 ag – activates human EPAC1 exchange factor; EPAC1 agonist qHTS, biochemical assay; response scale: 100% = response to 6.5 mM cAMP; Potency, µM (highest dose often 154 µM), for the others: at the top dose activation, most hits filed as activators; 360,000 tested, 0.073% active; AID 720707; also: nearly all actives have a fitted effect of over 60% in size
Target sequence (O95398 whole entry, looked up): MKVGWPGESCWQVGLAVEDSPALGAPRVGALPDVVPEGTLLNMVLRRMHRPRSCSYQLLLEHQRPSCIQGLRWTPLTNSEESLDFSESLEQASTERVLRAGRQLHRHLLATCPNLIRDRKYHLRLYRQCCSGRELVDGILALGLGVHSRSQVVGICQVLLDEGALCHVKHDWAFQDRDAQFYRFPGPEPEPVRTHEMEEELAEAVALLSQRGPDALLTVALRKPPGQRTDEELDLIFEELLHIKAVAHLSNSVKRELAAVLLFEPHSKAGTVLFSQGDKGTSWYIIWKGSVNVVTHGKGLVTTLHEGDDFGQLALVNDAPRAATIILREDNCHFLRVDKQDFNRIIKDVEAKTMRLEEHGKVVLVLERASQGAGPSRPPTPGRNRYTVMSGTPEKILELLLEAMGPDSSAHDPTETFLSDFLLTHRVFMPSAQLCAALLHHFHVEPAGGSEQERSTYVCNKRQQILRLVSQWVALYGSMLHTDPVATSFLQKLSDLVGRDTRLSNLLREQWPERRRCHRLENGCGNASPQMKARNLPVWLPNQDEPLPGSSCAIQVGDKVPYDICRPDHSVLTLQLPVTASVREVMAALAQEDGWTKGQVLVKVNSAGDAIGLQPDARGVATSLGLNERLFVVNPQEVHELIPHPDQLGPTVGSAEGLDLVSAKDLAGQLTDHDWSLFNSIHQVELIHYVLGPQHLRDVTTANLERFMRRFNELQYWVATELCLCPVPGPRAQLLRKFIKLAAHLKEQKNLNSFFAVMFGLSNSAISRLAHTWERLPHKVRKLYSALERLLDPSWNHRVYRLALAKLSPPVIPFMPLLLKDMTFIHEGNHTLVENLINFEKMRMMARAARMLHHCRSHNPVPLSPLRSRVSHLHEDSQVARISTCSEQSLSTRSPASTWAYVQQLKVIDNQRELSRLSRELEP
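Nucleotide exchange by EPAC1 (100 nM) on Rap1B–BODIPY-GDP (250 nM) in the presence of 50 uM GDP is tracked fluorescently at 480/540 nm over 30 min. Signals are normalized to a 6.5 mM cAMP control.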
FUS suppressor – FUS proteinopathy suppression in yeast. S. cerevisiae FUS-expressing, growth rescue, OD600, 24 h. Potency, µM (titrated, usually from 76.6 µM), inactives show at the highest dose growth rescue (activation), most hits filed as activators. 390,000 tested, 0.24% active. AID 1347120;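 also: plate controls were DMSO vehicle for no effect and reference control for full effect; nearly all actives have a fitted effect of over 55% in size; some results filed as inactive show a strong effect at the top dose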
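Galactose (2%) drives FUS expression in yeast precultured in raffinose; seeding density OD 0.005. Test compounds incubated 24hr at 30C and 99% humidity before absorbance at 600 nm was measured.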
aSyn yeast inh – rescues yeast growth from alpha-synuclein toxicity; Potency, µM (doses to about 46.1 µM), without a hit: at the top dose growth rescue (activation), usual class: activators; 370,000 tested, 0.14% active; Yeast expressing alpha-synuclein, growth rescue, BacTiter-Glo, 24 h; also: % of control where 0% means no effect; nearly all actives have a fitted effect of over 65% in size
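Rescue of yeast growth: cells expressing toxic alpha-synuclein, induced in galactose at OD600 0.02, incubated with compound 24 h at 30 C. ATP luminescence quantified growth; inhibitors of toxicity appear as activators.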
PTHR1 agonist – activates the human parathyroid hormone receptor PTHR1. Q03431. HEK293 GP2 PTHR1 cells, GloSensor cAMP luminescence, 1 h. Potency, µM (doses to about 115 µM), for the others: at the top dose activation, hits mostly activators. 410,000 tested, 0.075% active; also: nearly all actives have a fitted effect of over 55% in size; some results filed as inactive show a strong effect at the top dose; inactives centre near -15; many of its hits are not listed in these tables
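HEK-293-derived GP2 cells expressing PTHR1 and a GloSensor cAMP reporter, 3,000/well, plated overnight, given luciferin plus IBMX (each 0.5 mM as added) for 1 h at 37 °C, then compound for 1 h at 37 °C. Luminescence was read after 15 min at room temperature.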
TDP-43 yeast inh – rescues yeast growth from TDP-43 toxicity. Potency, µM (highest dose often 46.1 µM), inactives show at the highest dose growth rescue (activation), actives largely listed as activators. AID 652104. TDP-43 expressing yeast growth rescue, BacTiter-Glo, 24 h. 410,000 tested, 1.8% active; also: % of control where 0% means no effect; nearly all actives have a fitted effect of over 50% in size
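Growth rescue of TDP-43-toxic yeast measured as ATP luminescence (BacTiter-Glo). Cells grown to mid-log in raffinose, induced in galactose at OD600=0.02, exposed to compound 24 hr at 30 deg C.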
EPAC1 antag – EPAC1 (human) antagonism | EPAC1 GEF assay, Rap1b-BODIPY-GDP exchange fluorescence | Potency, µM (series often up to 115 µM), for inactives: top-dose activity change, negative = inhibition, most hits filed as inhibitors | 360,000 tested, 0.14% active | AID 720709;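 also: plate controls were vehicle for no effect and positive control for full effect; nearly all actives have a fitted effect of over 50% in size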
EPAC2 ag – EPAC2 (human) agonism. Potency, µM (series often up to 154 µM), for the others: at the highest dose activation, hits mostly activators. AID 720711. EPAC2 activation, biochemical qHTS; response scale: 100% = 6.5 mM cAMP response. 360,000 tested, 0.079% active; also: nearly all actives have a fitted effect of over 50% in size
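Nucleotide exchange monitored as fluorescence drop when BODIPY-GDP leaves Rap1B. Reaction: 100 nM EPAC2, 250 nM RAP1B-BODIPY-GDP, 50 uM GDP, room temperature, kinetic read over 30 min. Activity expressed relative to 6.5 mM cAMP.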
EPAC2 antagonist – antagonists of human EPAC2. Q8WZA2. EPAC2 GEF exchange of Rap1B-BODIPY-GDP, fluorescence. 360,000 tested, 0.18% active. AID 720708. Potency, µM (doses to about 114 µM), for the others: at the top dose activity, negative = inhibition, usual class: inhibitors; also: % is scaled to controls: 0 for no effect and ±100 for the full control effect; nearly all actives have a fitted effect of over 45% in size; many of its hits are not listed in these tables
The depositor's hits bear a star; i = inactive; u = inconclusive; x = no result given; [ ] = dose if it differs, or a comment. Calls follow the shape of the dose curve; as a rule, active = well fitted curve in the direction sought with a large enough effect; inconclusive = small, poorly fitted or top-dose-only effect, or another doubt; inactive = no such curve, though single readings can be large; an effect the other way counts as inactive or inconclusive. Potency is read from the fitted curve at half-maximal effect. Not all compounds are listed. The share of hits here may be higher or lower than overall.

SMILES | EPAC1 ag | FUS suppressor | aSyn yeast inh | PTHR1 agonist | TDP-43 yeast inh | EPAC1 antag | EPAC2 ag | EPAC2 antagonist
CN(C)c1ccc(-c2nc3ccccn3c2/N=C/c2ccc(Br)cc2)cc1 | 5% | 22% | -40%[inhibitor] | -6% | -34%[inhibitor] | -2% | -1% | -16%
CCOC(=O)c1cnc2cc(-c3ccc(Cl)cc3)nn2c1N | -2% | -8% | -6% | i | -10% | 18% | 8% | 14%
O=C(CN(Cc1ccccc1F)C(=O)c1csnn1)NCc1ccc2c(c1)OCO2 | 11% | 1% | -2% | i | -2% | 3% | 11% | 0%
Cc1ccc(Oc2ncccc2/C=N/OCc2ccc(Cl)c(Cl)c2)cc1 | 11% | -25% | 8% | -22% | 17% | -21% | 14% | -3%
CCn1nc(C(=O)NNC(=O)CCOc2cc(C)ccc2C)c2ccccc2c1=O | -9% | 24% | -2% | 0% | 6% | 3% | 2% | 2%
CNC(=O)C(C#N)(Cc1cc(C(C)=O)ccc1OC)Cc1cc(C(C)=O)ccc1OC | 1% | 7% | -1% | i | -2% | -1% | 10% | 1%
CCCn1c(SCC(=O)c2cc(OC)ccc2OC)nnc1C(C)C | 8% | 12% | 3% | i | 4% | -1% | 0% | -3%
S=C(NNC(=S)NC1CC2CCC1C2)NC1CC2C=CC1C2 (configuration not stated) | -11% | -1% | -11% | -11% | 9% | 6% | -5% | 6%
C[C@@H]1CN([C@H](C)CO)C(=O)CCCn2nncc2CO[C@H]1CN(C)S(=O)(=O)c1cccs1 | 8% | -6% | 4% | -23% | 2% | 11% | 13% | 9%
CCN(C(=O)CCS(=O)(=O)c1cccc2nonc12)c1ccc(F)cc1 | -3% | -2% | -5% | i | -2% | -1% | 0% | -10%
CC1C(=O)N(c2ccc(S(=O)(=O)N(C)C)cc2)C1(/C=C/c1ccccc1)C(=O)NC1CCCC1 (configuration not stated) | 0% | x | 11% | -3% | 5% | -4% | 9% | 4%
O=c1cc(-c2ccc(F)cc2)oc2ccccc12 | -1% | x | -3% | -16% | 24% | 3% | 6% | 1%
CCCC(c1nnnn1CCc1ccccc1)N1CCC(C(N)=O)CC1 (configuration not stated) | 6% | 10% | 0% | i | 19% | 2% | 8% | 6%
c1ccc2c(c1)oc1c(Nc3ccc4c(c3)OCCO4)ncnc12 | -2% | 23% | -10% | -24% | 9% | 1% | -16% | 1%
O=C1[C@@H]2CSCN2C(=O)CN1Cc1ccc(F)cc1 | 7% | -5% | 4% | i | -24% | -3% | 3% | 0%
CCCNC(=O)c1cc(C2CCCN(C(=O)c3ccc(OC)cc3)C2)on1 (configuration not stated) | 13% | -15% | -4% | i | u | -2% | 12% | -10%
O=C(Nc1c(O)c2ccccc2[nH]c1=O)c1ccco1 | 4% | -18% | 11% | -12% | u | -6% | 5% | 7%
CN1CCN(c2oc(-c3ccccc3)nc2S(=O)(=O)c2ccc(Br)cc2)CC1 | 8% | x | 1% | i | -4% | -4% | 5% | -15%
Cc1ccc(C(=O)O)cc1NC(=O)c1cccs1 | 3% | 17% | 7% | i | -17% | 3% | 8% | 3%
COC(CNC(=O)C1CC(=O)N(CCc2ccc(C)cc2)C1)OC (configuration not stated) | 7% | -32% | -1% | i | 2% | -1% | 2% | 1%
COc1cccc(N2CCN(C(=O)c3cc(C)oc3C)CC2)c1 | 17% | x | 0% | i | u | -1% | -1% | 1%
O=C(OC(C(=O)NC1CCCCC1)c1ccccc1F)c1ccco1 (configuration not stated) | 0% | 3% | 6% | -22% | -2% | -6% | 1% | 2%
CCOC(=O)CSc1nnc(NCC(=O)OC(C)C)c(=O)[nH]1 | -13% | 14% | -10% | -9% | -5% | -7% | 10% | 12%
O=C1N=c2ccccc2=C1c1sc(NS(=O)(=O)c2ccccc2)nc1O | -13% | 11% | 0% | -14% | -24% | -25% | -9% | 13%
COc1ccc(N2C(=O)C(C)(C)C2c2c(O)ccc3ccccc23)cc1 (configuration not stated) | 14% | u | u | -25% | u | -18% | 13% | -26%

Single records, from the list above:
CNC(=O)C(C#N)(Cc1cc(C(C)=O)ccc1OC)Cc1cc(C(C)=O)ccc1OC is listed with EPAC1 ag: 1%; FUS suppressor: 7%; aSyn yeast inh: -1%; PTHR1 agonist: i; TDP-43 yeast inh: -2%; EPAC1 antag: -1%; EPAC2 ag: 10%; EPAC2 antagonist: 1%
C[C@@H]1CN([C@H](C)CO)C(=O)CCCn2nncc2CO[C@H]1CN(C)S(=O)(=O)c1cccs1 is listed with EPAC1 ag: 8%; FUS suppressor: -6%; aSyn yeast inh: 4%; PTHR1 agonist: -23%; TDP-43 yeast inh: 2%; EPAC1 antag: 11%; EPAC2 ag: 13%; EPAC2 antagonist: 9%

Remaining list, next part:
SMILES | EPAC1 ag | FUS suppressor | aSyn yeast inh | PTHR1 agonist | TDP-43 yeast inh | EPAC1 antag | EPAC2 ag | EPAC2 antagonist
O=C(COc1ccc(F)cc1)N1c2ccccc2CCc2ccccc21 | 13% | 3% | 0% | -43%[inhibitor] | u | -13% | 1% | u
CCOC(=O)c1c(NC(=O)COc2ncnc3sccc23)sc2c1CCC2 | 8% | 21% | 1% | i | -11% | 4% | 6% | -2%
CCOc1ccccc1N1CCN(C(=O)Cc2ccc(S(=O)(=O)N3CCOCC3)s2)CC1 | -27% | 15% | -1% | i | 19% | -2% | 11% | -5%
Cc1ccc(NC(=O)NCCN2CCCCC2)cc1C | -9% | 0% | 3% | 21% | -9% | 5% | -3% | -1%
Cc1occc1C(=O)NCc1cccs1 | 0% | -13% | -2% | -2%[57.5 µM] | 12% | 15% | 12% | 16%[57.1 µM]
CC1(c2nnc(Cc3ccccc3)o2)CC(c2ccc(Br)cc2)=NO1 (configuration not stated) | -6% | 25% | 18% | -91%[inhibitor] | -1% | 5% | 3% | -30%
CCOc1ccc(CCNC(=O)c2ccc(CS(=O)Cc3ccc(Cl)cc3)o2)cc1OCC (configuration not stated) | -4% | 25% | 2% | -1% | 21% | 11% | 3% | -8%
O=C(NCc1ccccc1)c1cc(C2COCCN2C(=O)c2cccs2)on1 (configuration not stated) | -8% | -10% | -2% | -27% | -2% | 7% | 8% | 7%
COc1ccc(N2CC(C(=O)NCCc3ccc(Cl)cc3)CC2=O)cc1 (configuration not stated) | -5% | 12% | 1% | -13% | 0% | -7% | 4% | -2%
CN(Cc1ccccc1NS(=O)(=O)c1ccc(Cl)cc1)C1CCCCC1 | -8% | 7% | -4% | -12% | -10% | -1% | 3% | 0%
CSc1cccc(NC(=O)CNC(=O)C2CCCCC2)c1 | 7% | 8% | 7% | -6% | -1% | -8% | 11% | 14%
Cc1ccc(C(=O)NNC(=O)c2ccoc2C)s1 | -1% | -17% | 2% | -12% | -12% | -9% | 5% | 4%
O=S(=O)(c1ccc(N2CCN(S(=O)(=O)c3ccccc3)CC2)nc1)N1CCCC1 | 7% | -6% | 7% | i | -16% | u | -6% | u
COc1cc(NS(=O)(=O)c2ccc(NC(=S)NC(=O)c3ccc(Br)cc3)cc2)ncn1 | -10% | -13% | -2% | -14% | -4% | 1% | 2% | 3%
O=C(C1CC1)N1CCc2cc(S(=O)(=O)NCc3ccccc3)ccc21 | 9% | -8% | -5% | -29% | -16% | -11% | 13% | 5%
CC(=O)Nc1cc(C(=O)N(C)Cc2ccccc2)ccc1S(=O)(=O)c1ccc(C)cc1 | 8% | 7% | 5% | -18% | 16% | 4% | 4% | -11%
CCOc1ccc(CCNC(=O)C(CC)n2nc(C)n3c(cc4sccc43)c2=O)cc1OCC (configuration not stated) | -1% | 25% | 1% | i | -16% | 11% | 1% | 8%
CC1CCCC(C)N1CCCNC(=O)C1CCCN(c2ncnc3c2nc2n3CCCCC2)C1 (configuration not stated) | -2% | -4% | 0% | u | 8% | -6% | 7% | -1%
O=C(O)c1ccccc1OCCOc1ccccc1 | -1% | 1% | 4% | -1%[57.5 µM] | u | -3% | -9% | -9%[57.1 µM]
CCOC(=O)c1sc(N)c(C#N)c1CSc1nnc(C2CCCCC2)n1N | -1% | 21% | -4% | i | -3% | 3% | 2% | 9%
N=c1sccn1CC(=O)NC(=O)NC1CCCC1 | 4% | -17% | 2% | i | -4% | -13% | -1% | -6%
COc1ccc(/C=C(/NC(=O)c2ccccc2)c2nc3ccccc3[nH]2)cc1OC | 1% | u | 6% | -21%[57.5 µM] | 6% | -17% | -15% | 1%
CCOc1ccccc1C(=O)NC(CO)C(=O)O (configuration not stated) | 2% | -12% | 3% | i | -3% | 0% | -1% | 3%
CC(C)CCNC(=O)Cc1ccc(Nc2nc(=S)[nH]c3ccccc23)cc1 | 4% | 25% | 3% | -7% | 18% | -12% | -2% | -4%
Cc1ccc(Nc2nnc(C)c(=O)[nH]2)cc1 | 7% | -1% | -3% | i | -1% | -15% | 6% | 3%

2 entries from above, in markdown.
| smiles | EPAC1 ag | FUS suppressor | aSyn yeast inh | PTHR1 agonist | TDP-43 yeast inh | EPAC1 antag | EPAC2 ag | EPAC2 antagonist |
| --- | --- | --- | --- | --- | --- | --- | --- | --- |
| CC1CCCC(C)N1CCCNC(=O)C1CCCN(c2ncnc3c2nc2n3CCCCC2)C1 (configuration not stated) | -2% | -4% | 0% | u | 8% | -6% | 7% | -1% |
| O=C(O)c1ccccc1OCCOc1ccccc1 | -1% | 1% | 4% | -1%[57.5 µM] | u | -3% | -9% | -9%[57.1 µM] |

(next part)
SMILES | EPAC1 ag | FUS suppressor | aSyn yeast inh | PTHR1 agonist | TDP-43 yeast inh | EPAC1 antag | EPAC2 ag | EPAC2 antagonist
CCn1cc(C(=O)OCC(=O)Nc2ccccc2OC(F)F)c(=O)c2ccc(C)nc21 | 8% | 25% | 1% | i | 8% | 3% | 5% | -8%
O=S1(=O)NC(=NCCOCCO)c2ccccc21 | -14% | 17% | -2% | -75%[inhibitor] | -20%[0.397 µM] | -7% | 7% | 23%
NC(=O)CC(NC(=O)Cc1ccc(Cl)cc1)c1ccc(NCCN2CCOCC2)c([N+](=O)[O-])c1 (configuration not stated) | -11% | -13% | -4% | -13% | -5% | 19% | 9% | -6%
COc1ccc(C2CCc3cc(OC)c(OC)cc3C2NC=O)cc1OC (configuration not stated) | -1% | 6% | -2% | -25% | 5% | 8% | 3% | 2%
C=CCn1c(N)c(C(=O)NC2CCCCC2)sc1=S | 3% | 10% | 10% | i | 24% | -2% | -3% | 6%
O=S(=O)(NCC(c1ccc2c(c1)OCO2)N1CCOCC1)c1ccccc1 (configuration not stated) | 9% | x | -4% | i | -6% | -14% | -4% | -4%
CCOc1ccc(/C=C/C(=O)N(CC)CC(=O)Nc2c(F)cccc2F)cc1OC | 3% | 6% | 2% | i | 15% | 3% | 0% | -8%

High-throughput results (PubChem)
